PAFAH1B3 inh: inhibitors of human PAFAH1B3; recombinant PAFAH1B3, FP-rhodamine probe, fluorescence polarization; actives 0.28% (n = 340,000); inhibition, % at 3.39 µM; Q15102;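 active means inhibition above the screen-wide average of all tested compounds plus 3 SD, cut at about 25% in these data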;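 further: 0% = enzyme with DMSO only and 100% = wells lacking PAFAH1B3 protein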
PAD4 FP inh: inhibitors of human PAD4; Q9UM07; inhibition, % at 6.36 µM; recombinant PAD4, RCA probe fluorescence polarization; actives 0.41% (n = 330,000);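 active means percent inhibition above a cutoff equal to the mean of all tested compounds plus 3 SD, cut at about 15% in these data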;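 further: 0% = PAD4 with RCA probe and DMSO and 100% = probe without PAD4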
PAFAH2 inh: PAFAH2 (human) inhibition. AID 492956. actives 0.99% (n = 340,000). recombinant PAFAH2, FP-rhodamine activity probe, fluorescence polarization. inhibition, % at 3.39 µM;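 active means inhibition above the mean over all tested compounds plus 3 SD, cut at about 30% in these data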;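 further: inhibitors block probe labeling of enzyme so polarization drops; 0% = enzyme with DMSO and 100% = wells lacking PAFAH2 protein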
PME-1 inh: blocks human protein phosphatase methylesterase 1; recombinant PME-1, FP-Rh probe fluorescence polarization; Q9Y570; actives 0.53% (n = 320,000); AID 2130; inhibition, % at 5.9 µM;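 active means inhibition above the campaign mean of all compounds plus 3 SD, cut at about 26% in these data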;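 further: competitive labeling of PME-1 active site by serine hydrolase directed probe; 0% = PME-1 with DMSO and 100% = wells lacking PME-1 enzyme; inhibitors block probe labeling so polarization falls and inhibition rises; many of its hits are not listed in these tables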
PAFAH1B2 FP inh: PAFAH1B2 (human) inhibition | inhibition, % at 3.39 µM | recombinant PAFAH1B2, FP-rhodamine activity probe, fluorescence polarization | actives 1.2% (n = 340,000) | P68402;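 active means inhibition above the mean of all tested compounds plus 3 SD, cut at about 24% in these data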;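 further: 0% = enzyme with DMSO and 100% = wells lacking PAFAH1B2; many of its hits are not listed in these tables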
GSTO1 inh: counter-screen for RBBP9 inhibitors: inhibitors of human GSTO1; inhibition, % at 5.96 µM; actives 1.1% (n = 300,000); AID 1974; P78417; recombinant GSTO1, activity-based probe fluorescence polarization;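 active means inhibition above the campaign mean inhibition plus 3 SD, cut at about 35% in these data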;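 further: 0% = GSTO1-1 with DMSO and 100% = wells lacking GSTO1-1 enzyme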
Target sequence (P78417 whole entry, looked up): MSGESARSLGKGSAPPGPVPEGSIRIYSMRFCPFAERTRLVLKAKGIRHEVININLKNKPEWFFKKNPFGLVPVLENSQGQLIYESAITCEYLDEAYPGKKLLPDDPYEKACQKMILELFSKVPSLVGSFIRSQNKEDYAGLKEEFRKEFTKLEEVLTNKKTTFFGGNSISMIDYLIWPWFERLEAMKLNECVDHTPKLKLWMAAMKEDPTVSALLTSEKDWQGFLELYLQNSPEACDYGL
LYPLA1 counter: counter-screen for PME1 inhibitors: inhibitors of human LYPLA1 | O75608 | recombinant LYPLA1, FP-Rh probe fluorescence polarization | inhibition, % at 5.9 µM | actives 0.16% (n = 320,000) | AID 2174;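 active means inhibition above the mean of all tested compounds plus 3 SD, set per campaign, cut at about 14% in these data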;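 further: inhibitors block serine hydrolase probe labeling of LYPLA1 so polarization falls; 0% = enzyme with DMSO and 100% = wells lacking LYPLA1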
pPAFAH FP inh: inhibitors of human plasma PAF acetylhydrolase (pPAFAH); actives 1.5% (n = 330,000); Q13093; inhibition, % at 3.39 µM; recombinant pPAFAH, FP-rhodamine probe fluorescence polarization;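 active means inhibition above the mean inhibition across the screen plus 3 SD, cut at about 25% in these data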;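 further: inhibitors block binding of the rhodamine activity-based probe so polarization drops; 0% = enzyme with DMSO and 100% = wells lacking pPAFAH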
Target sequence (Q13093 whole entry, looked up): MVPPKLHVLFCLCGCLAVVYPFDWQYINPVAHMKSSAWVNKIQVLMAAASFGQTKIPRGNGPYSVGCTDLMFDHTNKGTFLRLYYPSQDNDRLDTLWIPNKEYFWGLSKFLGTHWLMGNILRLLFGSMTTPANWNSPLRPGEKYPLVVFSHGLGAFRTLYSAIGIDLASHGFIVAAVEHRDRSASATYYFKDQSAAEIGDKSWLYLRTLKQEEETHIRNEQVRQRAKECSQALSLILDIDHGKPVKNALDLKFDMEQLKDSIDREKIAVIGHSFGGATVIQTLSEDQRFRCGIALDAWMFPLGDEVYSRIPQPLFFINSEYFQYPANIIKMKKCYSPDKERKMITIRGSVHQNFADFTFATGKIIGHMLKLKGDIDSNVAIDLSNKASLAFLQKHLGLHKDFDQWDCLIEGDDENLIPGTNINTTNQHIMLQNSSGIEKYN
LYPLA2 inh: LYPLA2 (human) inhibition in PME1 counter-screen | O95372 | AID 2177 | inhibition, % at 5.9 µM | recombinant LYPLA2, FP-Rh probe fluorescence polarization | actives 0.38% (n = 320,000);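 active means inhibition above the screen-wide mean plus 3 SD, limit set per campaign, cut at about 26% in these data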;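 further: 0% = LYPLA2 with DMSO and 100% = wells lacking LYPLA2 enzyme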
Target sequence (O95372 whole entry, looked up): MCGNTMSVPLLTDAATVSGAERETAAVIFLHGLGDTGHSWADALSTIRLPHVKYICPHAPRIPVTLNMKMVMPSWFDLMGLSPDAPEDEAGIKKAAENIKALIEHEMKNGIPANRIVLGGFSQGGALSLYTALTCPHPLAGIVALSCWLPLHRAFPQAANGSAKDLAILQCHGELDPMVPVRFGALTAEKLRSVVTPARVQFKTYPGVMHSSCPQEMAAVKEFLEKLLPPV
The depositor's hits bear a star; · = not tested or not shown.

A first look:
Fields – PAFAH1B3 inh, PAD4 FP inh, PAFAH2 inh, PME-1 inh, PAFAH1B2 FP inh, GSTO1 inh, LYPLA1 counter, pPAFAH FP inh, LYPLA2 inh
CCOc1ccc(C(=O)NCC(=O)OCCCC(=O)c2ccc(F)cc2)cc1OCC
  6, 1, -2, 3, 3, ·, 2, 0, -2
CCc1cccc(NC(=O)C2CCCN(S(=O)(=O)c3cnc[nH]3)C2)c1 (stereo not given)
  4, -4, 0, 1, 4, -3, -1, 6, 6
CCN(C(=O)CSc1nc(N)cc(N)n1)C1CCS(=O)(=O)C1 (stereo not given)
  -2, -1, 4, -4, 2, -2, -1, 8, 3

All compounds of this part (from the top)
Fields – PAFAH1B3 inh, PAD4 FP inh, PAFAH2 inh, PME-1 inh, PAFAH1B2 FP inh, GSTO1 inh, LYPLA1 counter, pPAFAH FP inh, LYPLA2 inh
CCOc1ccc(C(=O)NCC(=O)OCCCC(=O)c2ccc(F)cc2)cc1OCC
  6, 1, -2, 3, 3, ·, 2, 0, -2
CCc1cccc(NC(=O)C2CCCN(S(=O)(=O)c3cnc[nH]3)C2)c1 (stereo not given)
  4, -4, 0, 1, 4, -3, -1, 6, 6
CCN(C(=O)CSc1nc(N)cc(N)n1)C1CCS(=O)(=O)C1 (stereo not given)
  -2, -1, 4, -4, 2, -2, -1, 8, 3
COc1cc(/C=C2/CCC/C(=C\c3cc(O)c(OC)c(Cl)c3)C2=O)cc(Cl)c1O
  -15, 2, -6, -15, -7, 8, -8, 20, -13
O=C(NNc1ccc(Cl)cc1)c1c(F)cccc1Cl
  6, -2, 3, 3, 6, 0, 1, 1, 2
CCN1CCN(c2ncc(C(=O)Nc3cc(Cl)ccc3OC)c3ccccc23)CC1
  1, 4, 0, -1, 3, 0, -3, 5, 0
CC1(C)C2CCC(C2)C1(C)NC(=O)CNC1CCCCC1 (stereo not given)
  -5, -6, -4, 2, 7, 8, -1, 1, 1
COc1cccc(-c2cc(C(=O)N3CCc4ccccc4C3)[nH]n2)c1
  3, -2, 1, -12, 4, 13, 0, -4, 5
Cc1cccc(OCC(=O)N/N=C/C=C/c2ccco2)c1
  -3, 1, 5, 6, 0, -3, -6, 30*, -7
COC(=O)c1cc(C(=O)NNC(=O)c2ccc3c(c2)OCO3)cc([N+](=O)[O-])c1
  -1, -8, -8, -1, 0, ·, 1, -1, -3
Cc1nn(C)c(C)c1Nc1ccc(N2C(=O)C3C4C=CC(C4)C3C2=O)cc1[N+](=O)[O-] (stereo not given)
  7, -3, -9, 0, 2, 3, -1, 7, 9
COCCNC(=O)CCCn1c(=O)c2cc(OC)c(OC)cc2n(CC(=O)Nc2ccccc2OC)c1=O
  0, -2, -3, 0, 1, -3, 1, 2, -2
O=C(c1ccc(F)cc1)C1CCN(C(=O)NC2CCCCC2)CC1
  8, 3, -7, -3, 0, 8, 7, 6, 16
NC(Cc1ccccc1)C(O)(c1ccccc1)c1ccccc1 (stereo not given)
  0, -1, 2, -9, 17, 0, -1, 0, -4
CN(Cc1ccccc1)C(=O)C1CCCN(c2ncnc3c2nc2n3CCCCC2)C1 (stereo not given)
  3, -2, 0, 7, 2, -4, -3, 3, -3
O=C(O)c1ccc(Oc2ccc(C(F)(F)F)cn2)cc1
  7, -3, 0, -2, 5, 4, 0, 3, 0
Cc1nc(Nc2nc3ccccc3o2)nc2c1CCC2
  9, -2, 0, 2, -5, 1, 0, 1, 7
Cc1nc2sc(C(c3ccccc3)N3CCC(O)CC3)c(O)n2n1 (stereo not given)
  10, -1, 5, -1, 4, -1, -2, -1, 1
Cc1cccc(NC(=O)C2CCCN(C(=O)NC3CCCCC3)C2)c1C (stereo not given)
  14, 0, -1, -4, -2, 1, 0, 3, 3
CCOC(=O)c1nc(N)c(=O)n(-c2ccc(C)cc2)n1
  4, 2, 3, 1, 4, -4, 0, 2, 3
CCOC(=O)N1CCC(NC(=O)C2CCN(c3nc(-c4ccc(OC)cc4)no3)CC2)CC1
  6, -2, -12, 0, 6, 8, -1, 3, 8
COc1cc(CN2CCc3ccc(NC(=O)CCc4ccccc4OC)cc3C2)ccc1O
  10, -3, 6, 3, 1, 2, 2, -5, -4
CCOc1ccc(N(CC(=O)N2CCN(Cc3ccccc3)CC2)S(C)(=O)=O)cc1
  1, 5, 1, -2, 5, 2, 4, 6, -4
Cc1ccc(NC(=O)Cn2nc(C)cc2C)cc1
  2, 0, -4, 5, -6, 3, 0, 1, 8
Cc1cc(C)n(CC(=O)c2ccc(Cl)cc2)n1
  4, 2, 1, 5, 2, 4, -4, 1, -3
CCOc1ccc(CCN2CN(C3CCCCC3)CNC2=S)cc1OCC
  7, -5, 5, 1, -3, 2, 2, 1, 3
O=C(O)c1cc(N/N=C/C=C/c2ccccc2[N+](=O)[O-])ccc1Cl
  5, -4, 7, 1, 5, 5, 0, 15, 1
O=C1c2ccccc2NC(c2ccco2)N1NS(=O)(=O)c1ccccc1 (stereo not given)
  ·, -6, ·, 3, ·, -2, -3, -3, -1
O=C1[C@@H]2Cc3c([nH]c4ccccc34)C(c3cccc([N+](=O)[O-])c3)N2C(=O)CN1C1CCN(Cc2ccccc2)CC1 (stereo not given in full)
  4, -2, 0, -3, 4, 9, -9, -1, -3
Nc1nc(CSC(=S)N2CCOCC2)nc(Nc2ccc(F)cc2)n1
  1, 4, 6, -13, 2, 2, -1, -12, 3

Additional records follow:
Fields – PAFAH1B3 inh, PAD4 FP inh, PAFAH2 inh, PME-1 inh, PAFAH1B2 FP inh, GSTO1 inh, LYPLA1 counter, pPAFAH FP inh, LYPLA2 inh
CCNc1nc(NC(C)C)nc(N(C#N)Cc2ccccc2)n1
  0, 3, 4, 16, -2, -2, 1, 3, -2
O=C(/C=C/c1ccccc1)NCC(=O)N/N=C/c1cccs1
  5, -3, -5, 3, 4, -2, 0, 4, 4
COc1cc(NC(=O)CN2C(=O)NC3(CCOc4ccccc43)C2=O)cc(OC)c1 (stereo not given)
  2, -1, 3, 2, 3, ·, -7, -2, -6
COC(=O)C1=C(C)N(CCCC(=O)O)C(=O)NC1c1ccc2c(c1)OCO2 (stereo not given)
  4, 1, -1, 2, 1, 5, 3, 0, -2
O=C(CSc1cccc(C(F)(F)F)c1)NCc1ccccc1
  7, -5, 1, 6, 14, -6, 2, 10, 2
CCOc1ccc(OCCCCn2ccnc2)cc1
  2, -6, 5, 4, 5, 2, 3, -2, 7
Cc1cccc(N2CC(C(=O)Nc3nnc(SCC(=O)NCC4CCCO4)s3)CC2=O)c1 (stereo not given)
  9, -5, 16, 2, 6, 6, -5, 20, -1
Cn1c(Br)nc2c1c(=O)n(Cc1ccccc1)c(=O)n2C
  8, 1, -5, 2, 0, 1, 0, 2, 1
CC1CN(S(=O)(=O)c2cc(C(=O)NCCC3=CCCCC3)ccc2Cl)CC(C)O1 (stereo not given)
  5, 3, -2, -11, -2, 19, -3, 1, -1
O=C(Nc1ccc(C(=O)N2CCOCC2)cc1)c1cccs1
  14, 0, -3, 2, 2, -6, 0, 0, 5
CCOc1ccccc1-n1c(SCC(N)=O)nnc1-c1ccccc1
  11, 3, -3, 4, 3, 1, -2, 0, 3
O=C(Nc1cccc(S(=O)(=O)Nc2ccc(Cl)cc2)c1)c1ccc(Cl)nc1
  -15, -1, -16, -10, -1, -16, -15, 41*, -33
CCOc1ccc(/C=N/Nc2nc(N3CCCC3)nc(N3CCCC3)n2)cc1OC
  3, -3, -2, -3, 0, -1, 0, 5, -2
CCOC(=O)Nc1cccc(NC(=O)c2ccccc2F)c1
  11, -3, 3, 2, 1, -7, -6, 3, 4
O=S(=O)(NCc1ccccc1Cl)c1cnc[nH]1
  7, 2, -1, -7, 7, -5, 1, 6, 6
O=C(Nc1nncs1)C1CCCC1
  3, 1, -1, -7, 1, 7, -3, -10, -5
COc1cc(-c2cc(-c3nnco3)c3ccccc3n2)cc(OC)c1OC
  8, -6, -7, 4, 2, -14, -1, 0, 6
CCOC(=O)C1CCN(C(=O)Nc2ccc(OCc3ccccc3)cc2)CC1
  0, -1, 8, 3, 4, -1, 4, 5, -1
COC(=O)C1=C2SC(C)C(=O)N2C(N)=C(C#N)C1c1ccc(OC)c(OC)c1 (stereo not given)
  6, -5, 0, 1, 4, 6, 4, 1, 8
Cc1cccc(N2CCN(CC3CCCCC3)CC2)c1C
  7, 0, 4, -1, 2, -1, 4, 4, 5
COc1ccc(CC(=O)OCC(=O)NC(=O)NC2CCCC2)cc1
  -2, 0, 1, 4, -2, ·, -2, 4, 6
Cc1nc2scc(-c3ccc(Cl)cc3)c2c(=O)o1
  8, -4, 2, -7, 3, 1, 1, 4, 4
CCC(=O)N1CCN(c2ccc(NC(=O)c3ccccc3)cc2)CC1
  5, -5, 5, 5, -3, -1, 2, 2, 5
O=C(Nc1ccc(S(=O)(=O)N2CCCC2)cc1)c1c(F)cccc1F
  6, -2, 0, 7, 2, 4, -1, 2, 28*
CCOc1cc(C(=O)N=c2sccn2C)cc(Br)c1OC
  -3, -2, -7, 1, 6, 2, 2, 6, 10
O=[N+]([O-])c1ccc(Cl)c(CN2CCN(c3ncccn3)CC2)c1
  5, -1, 3, 13, -3, -2, -3, 2, -3
CCCn1c2ccccc2c2cnn(CC(=O)N3CCOCC3)c(=O)c21
  -7, 0, 5, 1, 1, 1, 4, 1, 9
O=C(Cn1nc(Cc2cccnc2)c2ccccc2c1=O)NCc1ccc2c(c1)OCO2
  3, 0, 15, 3, 8, 4, 0, 7, 2
COc1cc(NC(=O)CNc2ccc(Cl)c(S(=O)(=O)N3CCOCC3)c2)cc(OC)c1
  0, -2, 5, 1, 2, ·, 0, -5, 3
Cc1c(O)c(CN2CCCCC2)cc2c1oc(=O)c1ccccc12
  -3, -11, -4, -1, 0, -2, 1, 7, 1
C=CCN1C(=NC(=O)CCC(=O)O)SC2CS(=O)(=O)CC21 (stereo not given)
  3, 5, 11, -1, 6, 4, 0, 3, 5
COc1ccc(OC)c(/C=C2/Sc3ccccc3C2=O)c1
  -3, -1, 8, 5, 2, -9, 0, 15, -4

Arranged by SMILES length (lowest first): 4 of the compounds above
Fields – PAFAH1B3 inh, PAD4 FP inh, PAFAH2 inh, PME-1 inh, PAFAH1B2 FP inh, GSTO1 inh, LYPLA1 counter, pPAFAH FP inh, LYPLA2 inh
Cc1cccc(N2CCN(CC3CCCCC3)CC2)c1C
  7, 0, 4, -1, 2, -1, 4, 4, 5
Cc1nc2scc(-c3ccc(Cl)cc3)c2c(=O)o1
  8, -4, 2, -7, 3, 1, 1, 4, 4
O=C(CSc1cccc(C(F)(F)F)c1)NCc1ccccc1
  7, -5, 1, 6, 14, -6, 2, 10, 2
O=C(Nc1cccc(S(=O)(=O)Nc2ccc(Cl)cc2)c1)c1ccc(Cl)nc1
  -15, -1, -16, -10, -1, -16, -15, 41*, -33

This is a subset; rates above refer to the full screens.
